Screens as filed in PubChem.
Tb PYK inh – T. brucei pyruvate kinase inhibition; Q57TT1; TbPYK enzyme, Kinase-Glo Plus ATP luminescence, 45 min; Potency, µM (series often up to 76.8 µM), for the others: at the top dose activity, negative = inhibition, actives largely listed as inhibitors; 0.12% of 410,000 active; also: potency is read from the fitted curve at half-maximal effect; % is scaled to controls: 0 for no effect and ±100 for the full control effect; nearly all actives have a fitted effect of over 50% in size
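Luminescent Kinase-Glo Plus end-point after 45 min room-temperature reaction of T. brucei pyruvate kinase started with 130 uM ADP (final). Buffer TEA 50 mM pH 7.2 with KCl, MgCl2, BSA, Tween-20; titration-based qHTS with fitted concentration-effect curves.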
Pf growth 48h – inhibits P. falciparum growth in the first generation, 48 h; P. falciparum luciferase growth in erythrocytes, 48 h; Potency, µM (titrated, usually from 28.7 µM), inactives show at the highest dose activity change, negative = inhibition, most hits filed as inhibitors; 5.9% of 310,000 active; AID 504832; also: potency is read from the fitted curve at half-maximal effect; % is scaled to controls: 0 for no effect and ±100 for the full control effect
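Here the parasites carry a stable luciferase gene and grow inside erythrocytes in Albumax-based RPMI medium with compound for one erythrocytic cycle. Activity is scored as loss of luminescent signal.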
Pf growth 96h – inhibits malaria parasite growth, 96 h; AID 504834; Potency, µM (highest dose often 28.7 µM), without a hit: top-dose activity change, negative = inhibition, usual class: inhibitors; P. falciparum luciferase reporter growth, 96 h; 6.9% of 320,000 active; also: potency is read from the fitted curve at half-maximal effect; % is scaled to controls: 0 for no effect and ±100 for the full control effect
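96 h incubation, 37 C, 5% CO2, of luciferase-reporter P. falciparum-infected RBCs (2% hematocrit, 0.05% parasitemia final) with test compounds; endpoint luminescence.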
Shiga toxin inh – Shiga toxin inhibition; inhibition, % at 38.7 µM; 9.2% of 290,000 active; AID 2315; Vero cells, Shiga toxin protein synthesis inhibition reporter; in the data active = inhibition mostly above about 28%, no sharp cut-off; inactive = mostly below about 43%; also: 0% is about no effect
AmpC inh no detg – AmpC beta-lactamase inhibition without detergent | Potency, µM (highest dose often 57.1 µM), inactives show top-dose activity change, negative = inhibition, actives largely listed as inhibitors | 0.52% of 330,000 active | AmpC nitrocefin hydrolysis, absorbance 480 nm, 0.0001% Triton | P00811 | AID 485341;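 also: potency is read from the fitted curve at half-maximal effect; plate controls were no compound for no effect and no enzyme for full effect; nearly all actives have a fitted effect of over 20% in size; some results filed as inactive show a strong effect at the top dose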
Target sequence (P00811 whole entry, looked up): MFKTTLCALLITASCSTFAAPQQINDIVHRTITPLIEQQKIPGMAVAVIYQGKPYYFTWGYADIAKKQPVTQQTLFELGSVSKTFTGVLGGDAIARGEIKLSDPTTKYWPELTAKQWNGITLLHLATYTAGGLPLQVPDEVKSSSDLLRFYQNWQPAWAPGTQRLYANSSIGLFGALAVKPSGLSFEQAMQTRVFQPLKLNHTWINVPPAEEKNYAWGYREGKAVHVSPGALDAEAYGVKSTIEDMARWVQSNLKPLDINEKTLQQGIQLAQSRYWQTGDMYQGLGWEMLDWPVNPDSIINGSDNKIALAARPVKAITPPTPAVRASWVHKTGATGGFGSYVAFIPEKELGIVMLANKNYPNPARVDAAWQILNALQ
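20 mM phosphate pH 7.0 + 0.01% (detergent screen) or 0.0001% Triton X-100; 5.3 nM AmpC reagent; cpd preinc 15 min RT; nitrocefin (800 uM stock) to start; A480 q20 s × 4 min; Activity was normalised to no-enzyme and no-compound control wells.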
Cycloheximide cs – affects cycloheximide protein synthesis inhibition readout, counter-screen; cell reporter, cycloheximide protein synthesis inhibition counterscreen; max response, %; AID 2314; 12% of 300,000 active; in the data active = max response mostly above about 13%, no sharp cut-off; inactive = mostly below about 14%; also: read at 38.3 µM for the half of the compounds with a filed dose; 0% is about no effect
LmPK inh – inhibitors of Leishmania mexicana pyruvate kinase | Q27686 | purified LmPK, Kinase-Glo ATP luminescence, 1 h | Potency, µM (doses to about 57.5 µM), without a hit: at the highest dose activity change, negative = inhibition, actives largely listed as inhibitors | 0.37% of 290,000 active; also: potency is read from the fitted curve at half-maximal effect; % is scaled to controls: 0 for no effect and ±100 for the full control effect
Target sequence (Q27686 whole entry, looked up): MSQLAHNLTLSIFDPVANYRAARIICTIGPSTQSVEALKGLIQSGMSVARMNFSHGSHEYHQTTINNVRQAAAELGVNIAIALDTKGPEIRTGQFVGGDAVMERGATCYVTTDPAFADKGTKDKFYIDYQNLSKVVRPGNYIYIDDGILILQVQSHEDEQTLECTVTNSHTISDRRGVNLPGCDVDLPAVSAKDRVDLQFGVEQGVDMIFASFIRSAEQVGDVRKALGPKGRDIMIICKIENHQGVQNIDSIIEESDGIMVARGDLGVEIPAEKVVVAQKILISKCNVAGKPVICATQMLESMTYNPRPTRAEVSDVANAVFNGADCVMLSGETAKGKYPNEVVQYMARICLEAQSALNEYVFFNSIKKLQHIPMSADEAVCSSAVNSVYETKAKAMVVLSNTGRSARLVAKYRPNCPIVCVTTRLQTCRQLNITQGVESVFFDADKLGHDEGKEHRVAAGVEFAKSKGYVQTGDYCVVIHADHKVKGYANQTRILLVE
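ATP generated from ADP (0.1 mM) and PEP (0.5 mM) by 0.1 nM LmPK over 1 h at room temperature (pH 7.2 imidazole buffer) was detected by coupled luciferase luminescence. Values were normalized to uninhibited and no-enzyme wells.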
* marks the source's active call; other numbers are inactive results; ? = inconclusive; · = no result given; & = joins results of further samples; [ ] = another dose, or the depositor's remark. Unless noted, calls follow the shape of the dose curve; as a rule, active = well fitted curve in the direction sought with a large enough effect; inconclusive = small, poorly fitted or top-dose-only effect, or another doubt; inactive = no such curve, though single readings can be large; an effect the other way counts as inactive or inconclusive.

Molecule	Tb PYK inh	Pf growth 48h	Pf growth 96h	Shiga toxin inh	AmpC inh no detg	Cycloheximide cs	LmPK inh
CC(C)CC1=NN2C(=N)/C(=C\c3coc4ccccc4c3=O)C(=O)N=C2S1	2%	15%	-107%	23	-41%	8	3%
CC(C)c1cccc(C(C)C)c1NC(=O)Cn1c(=O)cnc2ccccc21	0%	0%	?	-14	-19%	-1	-3%
CC(C)(C)c1[nH]nc2c1C(Cc1ccccc1)C(C#N)=C(N)O2 (stereo not drawn)	-4%	10µM*	-22%	12	-22%	1	2%
COc1ccc(C(=O)NC(NC(=O)c2ccc(OC)cc2)c2ccccc2F)cc1	7%	-6%	4%	2	-32%	-2	3%
CC(=O)NCCC(=O)N(C)CC1CCN(CCc2cccc(C(F)(F)F)c2)CC1	-2%	-34%	?	5	0%	1	-3%
CCCC(=O)Nc1nn(C)c2nc3cc(C)ccc3cc12	·	?	11%	-15	-3%	-2	6%
O=c1c(N2CCOCC2)nsnc1N1CCOCC1	1%	15%	-27%	-10	-1%	-6	-6%
CCCn1c(=O)c2ccccc2n2c(SCN3C(=O)c4ccccc4C3=O)nnc12	·	19%	?	-26	-13%	7	-1%
NC(=O)C1CCN(C(=O)c2ccc3c(c2)S(=O)(=O)c2ccccc2C3=O)CC1	12%	15%	7%	-14	-18%	-2	-3%
CCC[C@H]1COCCS(=O)(=O)N1Cc1ccccc1	3%	16%	4%	14	81%[activator]	1	-4%
Cc1nn(C(=O)c2ccco2)c(C)c1Br	5%	·	·	-22	-15%	-6	-7%
CCc1ccc(NC(=O)c2ccccc2SC)cc1	2%	-26%	42%	47	-37%	31*	?
COc1cccc(CN(C(=O)c2ccco2)C(C(=O)NC2CCCC2)c2cccnc2)c1 (stereo not drawn)	-2%	-6%	7%	13	-5%	-3	2%
Cc1ccc(S(=O)(=O)N2CCC(=O)N(CCOCc3cccc(F)c3)CC2)cc1	-13%	13%	-24%	-16	117%[activator]	-5	-3%
CCOc1cccc(/C=N/NC(=O)c2cc(C3CC3)[nH]n2)c1O	-10%	2%	?	2	-41%	18*	2%
O=S(=O)(NC1=NCCCCC1)c1ccc2ccccc2c1	5%	29%	35%[activator]	21	-20%	23*	1%
COc1ccc(CNC(=O)CN(C(=O)CCC(=O)Nc2ccccn2)c2cccc(C)c2)cc1	4%	70%[activator]	-18%	-5	27%	13	1%
C=CCc1cc(C)ccc1OCCCC(C(=O)OCC)C(=O)OCC	1%	-29%	0%	12	0%	-2	0%
Cc1ccc(S(=O)(=O)NC2=NCN(CCN3CCOCC3)CN2)cc1	3%	25%	-1%	3	-16%	-2	-6%
O=C(O)CSc1nnc(COc2cccc3cccnc23)n1-c1cccc(C(F)(F)F)c1	-1%	-1%	?	-5	-5%	-2	0%
CCn1c(-c2cc(OC)c(OC)c(OC)c2)n[nH]c1=S	?	6%	-1%[5.75 µM]	-3	-25%	-4	-30%
CC1S/C(=N/N=C/c2ccco2)NC1=O (stereo not drawn)	-6%	3%	-29%	32	-10%	-1	-6%
CCCC1C2CN(C(C)C)CC=C2C(C#N)=C(N)C1(C#N)C#N (stereo not drawn)	-10%	-25%	-11%	10	-21%	-4	-11%
Cc1ccc(NS(=O)(=O)c2c(C)[nH]c(C)c2C(=O)N2CCCCC2)c(Cl)c1	-8%	1%	1%	-4	6%	-6	-2%
CCOC(=O)C1=C(COC(=O)C2CC(=O)N(c3ccc(C)cc3)C2)NC(=O)NC1C (stereo not drawn)	5%	-27%	19%	·	-8%	·	·

An excerpt of these results, as labelled records:
> O=S(=O)(NC1=NCCCCC1)c1ccc2ccccc2c1
  Tb PYK inh: 5%
  Pf growth 48h: 29%
  Pf growth 96h: 35%[activator]
  Shiga toxin inh: 21
  AmpC inh no detg: -20%
  Cycloheximide cs: 23*
  LmPK inh: 1%
> COc1ccc(CNC(=O)CN(C(=O)CCC(=O)Nc2ccccn2)c2cccc(C)c2)cc1
  Tb PYK inh: 4%
  Pf growth 48h: 70%[activator]
  Pf growth 96h: -18%
  Shiga toxin inh: -5
  AmpC inh no detg: 27%
  Cycloheximide cs: 13
  LmPK inh: 1%
> C=CCc1cc(C)ccc1OCCCC(C(=O)OCC)C(=O)OCC
  Tb PYK inh: 1%
  Pf growth 48h: -29%
  Pf growth 96h: 0%
  Shiga toxin inh: 12
  AmpC inh no detg: 0%
  Cycloheximide cs: -2
  LmPK inh: 0%
> Cc1ccc(S(=O)(=O)NC2=NCN(CCN3CCOCC3)CN2)cc1
  Tb PYK inh: 3%
  Pf growth 48h: 25%
  Pf growth 96h: -1%
  Shiga toxin inh: 3
  AmpC inh no detg: -16%
  Cycloheximide cs: -2
  LmPK inh: -6%

The listing continues.
Molecule	Tb PYK inh	Pf growth 48h	Pf growth 96h	Shiga toxin inh	AmpC inh no detg	Cycloheximide cs	LmPK inh
COC(=O)c1c(NC(=O)COC(=O)CNC(=O)c2ccco2)sc(C)c1C	-14%	11%	26%	-7	0%	-1	1%
N/C(=N\O)c1cn(Cc2ccccc2Cl)c2ccccc12	15%	·	-8%	-5	-23%	-2	0%
Cc1ccc(NC(=O)N2CCc3ccccc32)cc1C	-10%	305%[activator]	48%[activator]	98*	-19%	31*	?
CC(Sc1nnc(C(F)(F)F)n1C)C(=O)Nc1ccc(S(N)(=O)=O)cc1 (stereo not drawn)	-10%	0%	2%	-3	-5%	7	-3%
COc1ccc(N2C(=O)CSC23C(=O)Nc2ccccc23)cc1OC (stereo not drawn)	-2%	-1%	·	-5	-45%	15	-3%
Cc1cc(C)c(N=C2C(=O)Nc3ccccc32)c(C)c1	1%	?	39%[activator]	8	-7%	-3	-8%
OCC(O)/C=N/Nc1nc2ccccc2s1 (stereo not drawn)	7%	69%[activator]	?	48*	-13%	6	-3%
CCC(C)[C@H](N)c1nnc(SCC(=O)c2ccc(Cl)cc2)o1 (stereo partly drawn)	-10%	8%	·	-9	1%	9	4%
O=C(O)COc1ccc(/C=N/n2cnc3scc(-c4cccs4)c3c2=O)cc1	1%	2%	17%	-8	-26%	-1	4%
CC(C)c1cc(=O)n2c(nc3ccccc32)[nH]1	-3%	-12%	?	27	-17%	13*	2%
NC(=O)C1c2ccccc2CSc2ccccc21 (stereo not drawn)	-8%	-5%	0%	-9	-13%	-3	0%
Cc1ccc(C(=O)Nc2ccn(C)n2)cc1	1%	5%	34%[activator]	·	-19%	·	·
CSc1ccc(CNc2ccc(C)c(C)c2)cc1	5%	15%	58%[activator]	79*	-56%	25*	0%
COc1ccc(N(C(=O)c2ccco2)C(C(=O)NC2CCCC2)c2ccc(N(C)C)cc2)cc1OC (stereo not drawn)	-1%	13µM*	101%[activator]	14	79%[activator]	7	2%
CN=c1scc(-c2ccc(Br)cc2)n1C	-3%	10%	·	-11	-11%	2	-10%
Cc1ccc(C)c(N(C(=O)c2csnn2)C(C(=O)NC2CCCC2)c2cccnc2)c1 (stereo not drawn)	4%	-3%	10%	-3	-1%	-7	-4%
Cc1c(C(=O)O)cccc1-c1ccc(C=O)o1	-10%	44%[activator]	-4%	54*	-24%	35*	-1%
O=C(CCSCCC(=O)NCc1ccccc1)NCc1ccccc1	0%	·	?	6	-6%	1	1%
COC(=O)C1=NNC2C(=O)N(c3ccc(C)cc3)C(=O)C12 (stereo not drawn)	1%	12%	?	-7	-8%	1	-4%
O=C(OCc1c(-c2ccccc2)ncc2ccccc12)c1cccc(Br)c1	-11%	?	?	·	-22%	·	·
CS(=O)(=O)N(CC(=O)NCCSCc1ccccc1)c1ccccc1F	-5%	-3%	?	-7	18%	-2	1%
Cc1noc(C)c1S(=O)(=O)N1CCC(C(=O)NCCN2CCC(C)CC2)CC1	-1%	5%	·	19	-5%	-5	0%
COCc1cc(C)c2c(N)c(C#N)sc2n1	-2%	31%[activator]	3%	8	-7%	-2	7%
CCOc1ncccc1C(=O)N(C)CC(=O)Nc1ccc(F)cc1	-12%	14%	15%	-5	-17%	-5	-5%
Cc1ccc(OCCOCCN2CCN(C)CC2)c(C(C)(C)C)c1	15%	?	-45%	-13	82%[activator]	-2	-1%

Two compounds picked at random from those above, as already listed:
Molecule	Tb PYK inh	Pf growth 48h	Pf growth 96h	Shiga toxin inh	AmpC inh no detg	Cycloheximide cs	LmPK inh
O=C(OCc1c(-c2ccccc2)ncc2ccccc12)c1cccc(Br)c1	-11%	?	?	·	-22%	·	·
O=C(O)COc1ccc(/C=N/n2cnc3scc(-c4cccs4)c3c2=O)cc1	1%	2%	17%	-8	-26%	-1	4%

Next part
Molecule	Tb PYK inh	Pf growth 48h	Pf growth 96h	Shiga toxin inh	AmpC inh no detg	Cycloheximide cs	LmPK inh
O=C(CN1CCN(c2ccccn2)CC1)Nc1ccccc1	0%	16%	·	23	-2%	4	-2%
CSc1ccccc1NC(=O)c1cc(-c2cccs2)on1	2%	44%[activator]	·	56*	-34%	15	-3%
O=C(NCc1n[nH]c(=S)n1-c1ccc([N+](=O)[O-])cc1)c1ccc(S(=O)(=O)N2CCOCC2)cc1	?	6%	6.6µM*	20	-12%	8	-2%
O=C(Nc1ccc(Cl)cc1)Nc1ccc(Cl)c(Cl)c1	6%&-4%	2.3µM*	2.7µM*	·	-19%	·	·
O=[N+]([O-])c1cc(/C=N/O)ccc1N1CCCC1	-4%	3%	41%[activator]	-3	-18%	13	0%
FC(F)(F)c1ccc(Oc2ccc3cc(Br)ccc3c2)nc1	-4%	?	?	-2	-24%	7	0%

Rows were taken by chance, and some 22% of all compounds hit somewhere here.
